Screens: PubChem BioAssay, National Center for Advancing Translational Sciences (NCATS)
POLH inh = blocks human DNA polymerase eta activity. Q9Y253. recombinant Pol eta, fluorescent DNA replication assay. Potency, µM (top dose mostly 114 µM), for the others: at the highest dose activity change, negative = inhibition, usual class: inhibitors. hit rate 1.2% among 390,000. AID 588591; further: on the % scale 0 is the no-effect control and ±100 the full control effect
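Pol eta (10 nM) was preincubated with compounds for 15 min at room temperature, after which fluorescent replication substrate (50 nM final) was added to start the reaction. Fluorescence was read kinetically at 0 and 10 min.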
BLM helicase inh = blocks DNA unwinding by human BLM helicase. P54132. hit rate 0.2% among 350,000. Potency, µM (doses to about 56.1 µM), for inactives: at the top dose activity change, negative = inhibition, usual class: inhibitors. recombinant BLM DNA unwinding, fluorescence dequenching;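 further: plate controls were vehicle for no effect and no enzyme for full effect; nearly all actives have a fitted effect of over 35% in size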
POLI inh = inhibitors of human DNA polymerase iota | Q9UNA4 | Potency, µM (top dose mostly 115 µM), inactives show at the highest dose activity, negative = inhibition, usual class: inhibitors | hit rate 1% among 390,000 | Pol iota fluorescent replication assay, 10 min | AID 588590
Target sequence (Q9UNA4 whole entry, looked up): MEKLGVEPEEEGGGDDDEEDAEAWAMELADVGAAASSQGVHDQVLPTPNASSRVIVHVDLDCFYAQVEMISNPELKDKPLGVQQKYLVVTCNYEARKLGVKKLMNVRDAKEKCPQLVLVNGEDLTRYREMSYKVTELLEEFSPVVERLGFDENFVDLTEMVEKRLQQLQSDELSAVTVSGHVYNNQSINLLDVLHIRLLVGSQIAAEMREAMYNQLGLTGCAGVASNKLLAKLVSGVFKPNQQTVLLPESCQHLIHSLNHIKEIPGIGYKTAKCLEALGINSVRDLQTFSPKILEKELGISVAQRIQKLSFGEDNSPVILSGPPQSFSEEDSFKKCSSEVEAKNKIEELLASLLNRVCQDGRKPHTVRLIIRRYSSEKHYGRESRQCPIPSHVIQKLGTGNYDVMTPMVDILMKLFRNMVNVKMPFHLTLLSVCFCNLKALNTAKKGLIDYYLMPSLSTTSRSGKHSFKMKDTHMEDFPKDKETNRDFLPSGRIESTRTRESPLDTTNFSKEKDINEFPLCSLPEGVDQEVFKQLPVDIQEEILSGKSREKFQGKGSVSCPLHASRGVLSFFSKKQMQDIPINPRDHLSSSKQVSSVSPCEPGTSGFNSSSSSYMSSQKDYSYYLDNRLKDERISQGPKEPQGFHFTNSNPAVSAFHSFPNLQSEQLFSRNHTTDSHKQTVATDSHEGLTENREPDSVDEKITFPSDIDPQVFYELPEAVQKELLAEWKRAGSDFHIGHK
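Fluorescent replication assay read twice, at 0 min and 10 min after adding 50 nM (final) substrate. Enzyme (10 nM) and compounds were first incubated 15 min at room temperature; enzyme-free buffer wells were negative controls.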
G9a inh = inhibitors of human histone lysine methyltransferase G9a; Q96KQ7; G9a H3K9 monomethylation, AlphaScreen, 2 h; Potency, µM (doses to about 102 µM), inactives show at the top dose activity, negative = inhibition, hits mostly inhibitors; hit rate 8.8% among 350,000; further: on the % scale 0 is the no-effect control and ±100 the full control effect; nearly all actives have a fitted effect of over 75% in size
Target sequence (Q96KQ7 913-1193 limits assumed): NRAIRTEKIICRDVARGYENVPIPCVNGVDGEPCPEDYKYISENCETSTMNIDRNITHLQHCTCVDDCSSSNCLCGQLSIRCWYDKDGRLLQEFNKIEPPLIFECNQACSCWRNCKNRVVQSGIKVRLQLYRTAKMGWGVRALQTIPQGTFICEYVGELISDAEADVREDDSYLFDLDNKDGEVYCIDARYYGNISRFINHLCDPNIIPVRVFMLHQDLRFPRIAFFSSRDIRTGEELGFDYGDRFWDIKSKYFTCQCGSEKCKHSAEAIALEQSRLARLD
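G9a (20 nM) preincubated 15 min RT with compounds, then 500 nM biotinylated H3K9 peptide and 20 uM SAM added; 2 h RT reaction. Monomethyl-H3K9 product detected by AlphaScreen with anti-H3K9me1 antibody, streptavidin donor and anti-rabbit IgG acceptor beads.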
POLK inh = blocks human DNA polymerase kappa activity. Q9UBT6. hit rate 0.53% among 400,000. Potency, µM (highest dose often 107 µM), for the others: at the highest dose activity, negative = inhibition, most hits filed as inhibitors. purified Pol kappa, fluorescent DNA synthesis assay, 10 min; further: on the % scale 0 is the no-effect control and ±100 the full control effect
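First, compounds were pin-transferred onto 10 nM Pol kappa. After 15 min at room temperature, substrate was added to 50 nM final. Fluorescence was then measured kinetically at 0 and 10 min.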
APE1 inh = blocks human APE1 abasic DNA cleavage; Potency, µM (highest dose often 65.8 µM), without a hit: top-dose activity change, negative = inhibition, actives largely listed as inhibitors; P27695; recombinant APE1, TAMRA/BHQ-2 abasic DNA cleavage fluorescence; hit rate 0.35% among 350,000; AID 2517;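 further: plate controls were vehicle for no effect and reference inhibitor for full effect; nearly all actives have a fitted effect of over 55% in size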
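Kinetic fluorescence read (525 ex/598 em nm, three reads 60 s apart) of AP-site incision; signal = third minus first read. Enzyme 0.75 nM, dual-labelled THF duplex 50 nM, compound preincubation 15 min RT.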
BAZ2B block = blocks human BAZ2B | Q9UIF8 | AlphaScreen BAZ2B-H3K14Ac peptide displacement | Potency, µM (series often up to 114 µM), for inactives: at the highest dose activity change, negative = inhibition, usual class: inhibitors | hit rate 4.4% among 360,000; further: on the % scale 0 is the no-effect control and ±100 the full control effect; nearly all actives have a fitted effect of over 60% in size
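BAZ2B 50 nM plus b-H3(5-23)K14Ac 50 nM, PBS pH 7.4/0.01% Tween-20, 30 min RT; compound added (max 110 uM), 30 min RT; streptavidin donor/Ni-chelate acceptor beads 10 ug/mL final, 20 min dark; AlphaScreen read.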
Pol beta inh = blocks human DNA polymerase beta activity | Pol beta primer extension/strand displacement, fluorescence kinetic | Potency, µM (highest dose often 114 µM), for the others: at the highest dose activity change, negative = inhibition, hits mostly inhibitors | hit rate 1.3% among 340,000 | AID 485314; further: on the % scale 0 is the no-effect control and ±100 the full control effect
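Curves were derived by four-parameter Hill fits of normalized qHTS data. The kinetic fluorescent primer-extension read was taken at 0 and 10 min after 50 nM substrate, following a 15 min room-temperature preincubation of 10 nM enzyme with compounds.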
Apoferritin bind = candidate novel general anesthetic via apoferritin binding; P02791; Potency, µM (doses to about 77.5 µM), inactives show at the top dose activity change, negative = displacement, usual class: inhibitors; apoferritin/1-aminoanthracene competitive binding, fluorescence; hit rate 0.074% among 350,000; AID 485281; further: on the % scale 0 is the no-effect control and ±100 the full control effect; nearly all actives have a fitted effect of over 20% in size
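Concentration-response curves derived by four-parameter Hill fitting of normalized fluorescence, where compounds displaced 1-AMA from 10 uM horse apoferritin following a brief 10 min room-temperature incubation; propofol titration acted as positive control.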
The depositor's hits bear a star; ? = inconclusive; nt = not tested or not shown; [ ] = dose if it differs, or a comment. The call rests on the fitted dose curve; in most records, active means well fitted curve in the direction sought with a large enough effect; inconclusive means small, poorly fitted or top-dose-only effect, or another doubt; inactive means no such curve, though single readings can be large; an effect the other way counts as inactive or inconclusive. Potency means the concentration at half of the fitted maximal effect. This is a subset (hit frequency here may not be typical).

SMILES | POLH inh | BLM helicase inh | POLI inh | G9a inh | POLK inh | APE1 inh | BAZ2B block | Pol beta inh | Apoferritin bind
CCc1c(O)nc(SCC(N)=O)n(-c2ccccc2F)c1=O | -5% | 3% | 12% | -11%[59 µM] | -15% | -5% | 8% | -1% | -2%
CCCNC(=O)c1ccc2c(c1)ncn2-c1ccc(C)cc1C | 9% | -6% | -23% | -1%[59 µM] | -3%[60.1 µM] | nt | 0% | -2% | -7%
CCOC(=O)C(C)Sc1nnc(NC(=O)c2cccc([N+](=O)[O-])c2C)s1 (configuration not stated) | -5% | 1% | -1% | 9%[59 µM] | -4% | 6% | -23% | -13% | 4%
N#CCCn1cc(C(=O)CN2C(=O)NC3(CCCCCC3)C2=O)c2ccccc21 | -8% | nt | 7% | -3%[2.33 µM] | -14% | 10% | 5% | nt | nt
O=C(Nc1ccc2c(c1)OCO2)C1CC(c2ccccc2Cl)=NO1 (configuration not stated) | -10% | -5% | 14% | 10%[59 µM] | -8% | -1% | -33% | 10% | 8%
CCOC(=O)c1cccc(NS(=O)(=O)c2cc3c(cc2C)NC(=O)CO3)c1 | -20% | 0% | 38%[activator] | -2%[59 µM] | 3% | nt | -20% | 1% | 1%
CC(Oc1ccccc1)C(=O)N1CCCc2ccccc21 (configuration not stated) | 0% | -1% | -3% | -38%[12.7 µM] | 0% | -10% | 2% | -4% | -3%
C=CCOC(=O)COc1ccc2c(C)c(C)c(=O)oc2c1 | 2% | -12% | 22% | 6% | -4% | 1% | 11% | 1% | -19%
CCCC(CCC)c1nnc(NC(=O)c2ccco2)s1 | -12% | 0% | 121%[activator] | nt | -8% | -3% | -4% | 88% | -9%
CC(C)c1ccc(C2=NC(c3ccncc3)=Nc3ccc(F)cc3N2)cc1 | nt | -7% | 11% | -34%[59 µM] | -14% | nt | ? | 2% | ?
CCOC(=O)Cc1nnc(NC(=O)c2ncn[nH]2)s1 | 1% | -1% | 7.1µM* | ? | 4% | 2% | 8.9µM* | 0% | -6%
CN(C(=O)CCc1nnc(CCCCc2ccccc2)o1)C1CC(C)(C)NC(C)(C)C1 | 1% | -9% | 41%[activator] | ? | -3% | 6% | ? | -10% | -13%
Cc1ccc(N2NC(=O)/C(=C\c3cc4c(cc3[N+](=O)[O-])OCO4)C2=O)cc1C | ? | -18% | ? | 25µM* | -17% | -2% | 45µM* | 20µM* | ?
COc1cccc(NC(=O)c2oc3ccc(S(=O)(=O)N4CCC5(CC4)OCCO5)cc3c2C)c1 | -2% | -8% | 12% | -18%[59 µM] | -8%[60.1 µM] | nt | 4% | 20% | -6%
CC1CC(C)CN(c2ccc(S(=O)(=O)N3CCOCC3)cc2)C1 (configuration not stated) | -14% | -8% | 12% | -8%[12.7 µM] | -22% | -3% | -13% | ? | -2%
Cc1ccc2c(C)c(C(=O)N(C)Cc3ccncn3)oc2c1C | -16% | -2% | 15% | -8% | -5% | -3% | -17% | 15% | -6%
O=C(Cn1ncc2c3ccccc3n(Cc3ccccc3)c2c1=O)Nc1ccccc1C(F)(F)F | -12% | -4% | 6% | 0%[59 µM] | -9% | nt | 13% | -3% | -12%
CCCCN(C(=O)C1CC1)C1CCS(=O)(=O)C1 (configuration not stated) | -3% | nt | 30% | -4% | -2% | 41% | -8% | nt | nt
CCCc1cc(=O)oc2c(C)c(OCC(=O)N3CCC(C(=O)O)CC3)ccc12 | -10% | -2% | -10% | nt | 18% | 3% | 5% | 31% | -5%
O=C(COC(=O)CN1C(=O)COc2ccccc21)NC1CCCCC1 | -11% | nt | 35%[activator] | -31% | -2% | 17% | -2% | nt | nt
CC(=O)Nc1ccc(-c2cc(-c3ccccc3)nc(-c3ccccc3)n2)cc1 | ? | -1% | 10% | ? | -8% | 3% | 10% | -6% | -1%
CCOC(=O)c1c(C)sc(-c2c(-c3cccc(Cl)c3)[nH]c3c2c(=O)n(C)c(=O)n3C)c1O | nt | -19% | 79µM* | ? | -21% | nt | ? | -5% | -22%
N=c1c(C(=O)NCc2ccccc2)cc2c(=O)n3ccccc3nc2n1Cc1ccco1 | ? | -15% | 4% | ? | -2% | -6% | ? | ? | 40%[activator]
Cc1ccc(-n2ncc3c(=O)n(CC(=O)N4CCCCCC4)cnc32)cc1 | -17% | -1% | 30% | -4%[2.33 µM] | 7% | -2% | 8% | 49% | ?
Cn1c2ccccc2c2c(C(=O)N3CCN(c4ccc(F)cc4)CC3)cn(C3CCCC3)c(=O)c21 | -5% | -10% | -17% | ? | -13% | -7% | ? | -23% | 146%[activator]
O=C(COc1ccc(Cl)cc1[N+](=O)[O-])N1CCCCC1 | -5% | -3% | 28% | -22% | 19% | -4% | ? | 2% | -16%
Cc1cc(NS(=O)(=O)c2ccc(Nc3nc(-c4sc(C)nc4C)cs3)cc2)no1 | nt | 4% | nt | -13% | nt | -4% | -2% | ? | -6%
NNC(=O)CC(=O)NC1(Cc2ccc(O)cc2)CCCCC1 | -25% | -2% | 101%[activator] | nt | -1% | -17% | 4% | 4% | -21%
C=C1SC(=Nc2ccccc2Cl)N(C(=O)c2sc3ccccc3c2Cl)C1(C)C | -13% | -7% | -6% | 77%[activator] | -2% | 1% | 43%[activator] | ? | ?
COc1ccc(CNC(=O)C2CCN(S(=O)(=O)c3ccc4c(c3)CC(C)N4C(C)=O)CC2)cc1 (configuration not stated) | -12% | -1% | 46%[activator] | 12% | -1% | 4% | -24% | 2% | -10%
COC(=O)c1ccccc1NC(=O)Cn1c(=O)n(CCCC(=O)NCCc2ccc(OC)c(OC)c2)c(=O)c2ccccc21 | -14% | -4% | 15% | -32%[59 µM] | -9% | nt | 2% | 4% | 2%
O=C(CCC(=O)Nc1ccccc1Cl)NNS(=O)(=O)c1ccc(Cl)cc1 | 7% | 0% | 17% | 1% | -2% | 38%[activator] | -3% | 0% | ?
CCCOC(=O)/C(C)=N\NC(=O)c1ccco1 | -6% | -2% | -2% | ? | 10% | -1% | -30% | 5% | -5%
COc1ccc(N2C(=O)c3ccccc3NC2c2ccc(OC)c(Cn3cc([N+](=O)[O-])cn3)c2)cc1 (configuration not stated) | -14% | 2% | ? | 7%[12.7 µM] | -1% | 3% | -3% | -11% | 3%
Cc1nc2scc(-c3cccs3)c2c(=O)o1 | ? | -2% | -13% | -9%[12.7 µM] | -4% | -2% | -29% | 1% | -5%
O=C(CC(C(=O)O)C1CCCO1)NCCc1ccc2c(c1)OCO2 (configuration not stated) | 9% | 1% | -6% | 16% | -17% | 5% | 3% | 31% | -22%

Part of the list above, as tab-separated lines.
compound	POLH inh	BLM helicase inh	POLI inh	G9a inh	POLK inh	APE1 inh	BAZ2B block	Pol beta inh	Apoferritin bind
Cn1c2ccccc2c2c(C(=O)N3CCN(c4ccc(F)cc4)CC3)cn(C3CCCC3)c(=O)c21	-5%	-10%	-17%	?	-13%	-7%	?	-23%	146%[activator]
O=C(COc1ccc(Cl)cc1[N+](=O)[O-])N1CCCCC1	-5%	-3%	28%	-22%	19%	-4%	?	2%	-16%
Cc1cc(NS(=O)(=O)c2ccc(Nc3nc(-c4sc(C)nc4C)cs3)cc2)no1	nt	4%	nt	-13%	nt	-4%	-2%	?	-6%
NNC(=O)CC(=O)NC1(Cc2ccc(O)cc2)CCCCC1	-25%	-2%	101%[activator]	nt	-1%	-17%	4%	4%	-21%
C=C1SC(=Nc2ccccc2Cl)N(C(=O)c2sc3ccccc3c2Cl)C1(C)C	-13%	-7%	-6%	77%[activator]	-2%	1%	43%[activator]	?	?
COc1ccc(CNC(=O)C2CCN(S(=O)(=O)c3ccc4c(c3)CC(C)N4C(C)=O)CC2)cc1 (configuration not stated)	-12%	-1%	46%[activator]	12%	-1%	4%	-24%	2%	-10%
COC(=O)c1ccccc1NC(=O)Cn1c(=O)n(CCCC(=O)NCCc2ccc(OC)c(OC)c2)c(=O)c2ccccc21	-14%	-4%	15%	-32%[59 µM]	-9%	nt	2%	4%	2%
O=C(CCC(=O)Nc1ccccc1Cl)NNS(=O)(=O)c1ccc(Cl)cc1	7%	0%	17%	1%	-2%	38%[activator]	-3%	0%	?
CCCOC(=O)/C(C)=N\NC(=O)c1ccco1	-6%	-2%	-2%	?	10%	-1%	-30%	5%	-5%

Remaining list, next part.
SMILES | POLH inh | BLM helicase inh | POLI inh | G9a inh | POLK inh | APE1 inh | BAZ2B block | Pol beta inh | Apoferritin bind
Cc1ccc(C)c(-n2cc(CN3CCCN(C=O)CC3)c(-c3ccccc3)n2)c1 | 4% | -2% | 14% | nt | -2% | 8% | -1% | 28% | -7%
COc1ccc(CNC(=O)NC2CCCCC2)cc1 | -4% | -5% | -15% | -7% | -2% | 4% | 7% | 26% | -10%
COc1ccc(C2=NCN(c3ccc(C)cc3)C(=S)N2)cc1 | 8% | -7% | 5% | -3%[59 µM] | 2% | 4% | -31% | 3% | -7%
CCOc1ccc(C(=O)NCC(=O)OC(C)C(=O)NCc2ccco2)cc1OCC (configuration not stated) | ? | -5% | -10% | -15% | -12% | -4% | -3% | -8% | -7%
CCOCCCn1c(=NC(=O)c2ccco2)c(C(=O)OCC)cc2c(=O)n3cccc(C)c3nc21 | -14% | -9% | 1% | -26% | 1% | 1% | -9% | 16% | 12%
CCc1ccc(C(=O)COC(=O)c2cccs2)cc1 | -10% | -7% | -5% | 25%[12.7 µM] | -11% | 1% | 87%[activator] | -1% | ?
CCOC(=O)N1CCN(C(=O)c2cn(CC)c3ccc(S(=O)(=O)N4CCCCC4)cc3c2=O)CC1 | -5% | -10% | 30% | 29% | 7% | 17% | 7% | 10% | -2%
CSc1cccc(N=C2C(=O)Nc3ccccc32)c1 | -7% | 0% | 58%[activator] | nt | -3% | -1% | -32% | 7% | -10%
CCCCN(C)C(=O)CCCc1c[nH]c2ccccc12 | 9% | 0% | 6% | 23%[59 µM] | -13% | 4% | -7% | 9% | -18%
